Screens as filed in PubChem.
Bim-Bcl-XL: inhibitors of Bim-Bcl-XL binding, primary screen, biochemical, multiplexed, bead flow cytometry, human Bcl-XL | Bim peptide-Bcl-XL binding, fluorescence | inhibition, % at 10 µM | hit rate 0.04% among 190,000 | AID 1007, 2008
Target sequence (Q07817 whole entry, looked up): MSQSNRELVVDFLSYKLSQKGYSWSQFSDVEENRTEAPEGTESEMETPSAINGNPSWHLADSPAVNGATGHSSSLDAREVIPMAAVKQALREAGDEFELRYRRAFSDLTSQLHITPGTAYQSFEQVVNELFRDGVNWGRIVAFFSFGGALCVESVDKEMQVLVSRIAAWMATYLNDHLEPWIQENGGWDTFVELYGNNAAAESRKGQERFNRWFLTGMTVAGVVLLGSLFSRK
RGS8-Gao: RGS8-Galphao binding modulators, primary screen, biochemical, multiplexed bead flow cytometry; AID 1423, 2008; actives lie on both sides; hit rate 0.34% among 220,000; Guanine nucleotide-binding protein G(o) subunit alpha (Homo sapiens), P09471; response (percent of control binding), % at 10 µM; in the data active means response below about 60% or above about 140%; inactive means in between;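 further: Galphao activated as the GDP aluminium fluoride complex binding bead-coupled RGS8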
Target sequence (P09471 whole entry, looked up): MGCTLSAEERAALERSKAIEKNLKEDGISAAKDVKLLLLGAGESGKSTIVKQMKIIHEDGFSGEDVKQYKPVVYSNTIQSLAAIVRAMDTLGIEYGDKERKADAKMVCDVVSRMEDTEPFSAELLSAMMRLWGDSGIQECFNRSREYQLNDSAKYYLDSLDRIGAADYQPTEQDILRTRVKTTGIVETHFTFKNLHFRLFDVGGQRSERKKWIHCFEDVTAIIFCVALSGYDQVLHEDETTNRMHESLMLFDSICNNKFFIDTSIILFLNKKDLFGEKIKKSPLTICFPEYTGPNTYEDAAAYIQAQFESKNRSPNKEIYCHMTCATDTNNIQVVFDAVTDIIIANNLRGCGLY
GSH fluor: compound fluorescence on glutathione beads, profiling panel, artefact control, biophysical, 488/530 nm, flow cytometry; GSH beads flow cytometry, compound fluorescence 488/530 nm; hits give high values; fluorescence (KMESF) at 10 µM; hit rate 0.25% among 190,000; AID 1776, 2009; in the data active means fluorescence above about 89;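 further: glutathione beads carrying GST-tagged Bcl family fusion proteins plus one bare bead set; values are compound well signal with DMSO vehicle wells as background; inactives centre near 16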
Bfl-1 Bim block: inhibitors of Bim binding to Bfl-1, primary screen, biochemical, multiplexed, bead-based flow cytometry | Bcl-2-related protein A1 (Homo sapiens), Q16548 | hit rate 0.12% among 190,000 | AID 1008, 2008 | Bim-Bfl-1 binding inhibition | inhibition, % at 10 µM;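 further: 0% = wells without compound plus tracer and 100% = blocker peptide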
Bcl-2 Bim block: inhibitors of Bim-Bcl-2 binding, primary screen, biochemical, multiplexed, human Bcl-2 family; Bead-based flow cytometry, Bim peptide-Bcl-2 binding; Apoptosis regulator Bcl-2 (Homo sapiens), P10415; hit rate 0.06% among 190,000; inhibition, % at 10 µM; in the data active means inhibition above about 40%; inconclusive means no clear call, values can overlap the other calls;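 further: 0% = no compound wells with probe peptide and 100% = reference peptide inhibitor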
Target sequence (P10415 whole entry, looked up): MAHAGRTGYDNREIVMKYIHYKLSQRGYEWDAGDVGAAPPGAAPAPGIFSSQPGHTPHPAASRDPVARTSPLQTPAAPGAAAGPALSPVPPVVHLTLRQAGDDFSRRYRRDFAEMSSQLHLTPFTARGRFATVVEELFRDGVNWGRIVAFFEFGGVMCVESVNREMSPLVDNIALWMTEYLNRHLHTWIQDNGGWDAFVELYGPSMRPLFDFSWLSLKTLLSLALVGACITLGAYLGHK
RGS4-Gao reg: modulators of RGS4 binding to Galphao, primary screen, biochemical, multiplexed bead flow cytometry. hit rate 0.33% among 220,000. actives lie on both sides. Guanine nucleotide-binding protein G(o) subunit alpha (Homo sapiens), P09471. binding response (% of control), % at 10 µM; in the data active means binding response below about 49% or above about 150%; inactive means in between;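 further: fluorescent Galphao activated with aluminum fluoride binding bead-coupled RGS4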
ABCB1 inh: ABCB1 efflux pump inhibitors, primary screen, cell-based, multiplex, flow cytometry, ABCG2 counter-screen. AID 1326, 2008. CCRF-Adr cells, JC-1 efflux. ATP-dependent translocase ABCB1 (Homo sapiens), P08183. inhibition, % at 6.6 µM. hit rate 0.067% among 190,000; in the data active means inhibition above about 40%;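 further: 0% = vehicle and 100% = reference inhibitor; higher value means more JC-1 retained so stronger ABCB1 efflux block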
ABCG2 block: ABCG2 efflux pump inhibitors, primary screen, multiplex with ABCB1, IgMXP3 cells, flow cytometry; AID 1325, 2008; JC-1 efflux; Broad substrate specificity ATP-binding cassette transporter ABCG2 (Homo sapiens), Q9UNQ0; inhibition, % at 6.6 µM; hit rate 0.1% among 190,000;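 active means inhibition above 80%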;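 further: 0% = DMSO and 100% = nicardipine control wells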
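Test system: IgMXP3 (ABCG2) plus far-red-tagged CCRF-Adr (ABCB1) cells / Amount: 3 million cells/mL in well / Reagent: JC-1 transporter substrate / Timing: 10 min compound exposure, 25 °C / Signal: flow cytometry, 530 nm JC-1 signal / Read-out: percent efflux inhibition, scaled nicardipine 100% to DMSO 0% / Benchmarks: nicardipine as high control, DMSO as low control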
Bcl-B Bim block: inhibitors of Bim-Bcl-B binding, primary screen, biochemical, multiplexed, human Bcl-2 family. inhibition, % at 10 µM. bead-based flow cytometry, Bim peptide-Bcl-B binding. hit rate 0.073% among 190,000. Bcl-2-like protein 10 (Homo sapiens), Q9HD36. AID 951, 2007;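 further: 0% = tracer peptide without compound and 100% = reference inhibitor peptide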
RGS7-Gao reg: RGS7-Galphao binding modulators, primary screen, biochemical, multiplexed bead flow cytometry. Guanine nucleotide-binding protein G(o) subunit alpha (Homo sapiens), P09471. actives lie on both sides. binding response (% of control), % at 10 µM. hit rate 0.35% among 220,000; in the data active means binding response below about 49% or above about 150%; inconclusive means no clear call, values can overlap the other calls; inactive means in between;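 further: fluorescent Galphao held in activated GDP-AlF4 state binding bead-coupled RGS7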
Bcl-W Bim block: inhibitors of Bim binding to Bcl-W, primary screen, biochemical, multiplexed, bead-based flow cytometry. Bcl-2-like protein 2 (Homo sapiens), Q92843. Bim peptide-Bcl-W binding. inhibition, % at 10 µM. hit rate 0.02% among 190,000. AID 952, 2007;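 further: 0% = bound tracer without compound and 100% = peptide blocker; higher means less fluorescent Bim peptide bound to Bcl-W beads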
Target sequence (Q92843 whole entry, looked up): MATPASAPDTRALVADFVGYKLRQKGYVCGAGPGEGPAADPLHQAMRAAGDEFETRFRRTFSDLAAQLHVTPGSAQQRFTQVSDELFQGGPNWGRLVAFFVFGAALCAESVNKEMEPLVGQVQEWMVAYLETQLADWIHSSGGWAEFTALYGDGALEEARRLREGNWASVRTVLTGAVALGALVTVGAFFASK
The depositor's hits bear a star; ? = inconclusive; & = joins results of further samples. Unless noted, no stated cut-off is given here; in the data, active means inhibition above about 40%.

Value order – Bcl-2 Bim block	ABCB1 inh	Bcl-B Bim block	ABCG2 block	RGS8-Gao	RGS4-Gao reg	Bfl-1 Bim block	RGS7-Gao reg	GSH fluor	Bim-Bcl-XL	Bcl-W Bim block
Nc1c(-c2ccc(F)cc2)cnn1C1CCS(=O)(=O)C1 (stereo not drawn)
 : -3	0.6	0	7	102	101	0	100	12	-2	-2
CC(C)(C)c1cc(C(=O)N/N=C/c2ccc(O)cc2)n(-c2ccccc2)n1
 : -3	0.2	-7	5	98	102	-15	99	15	-9	-5
O=C(Nc1cccc(-c2nnc(-c3ccccc3)o2)c1)c1ccc(Br)o1
 : -7	0.3	2	0	99	103	-2	105	29	-3	4
Cc1ccc(N(CN2C(=O)C3CC=CCC3C2=O)C(=O)c2ccco2)cc1Cl (stereo not drawn)
 : -4	-0.7	-3	-8	104	102	-5	104	13	-5	0
O=C(NCCNS(=O)(=O)c1ccccc1Cl)c1cc(OCC(F)(F)F)ccc1OCC(F)(F)F
 : -3	0.5	0	8	102	103	-3	104	32	0	0
O=C(Nc1ccccc1)Nc1ccccn1
 : -8	-0.1	-7	13	97&104	103&109	-16	?	32	-2	0
CS(=O)(=O)c1ccc(Cl)c(NC(=O)Cc2ccccc2F)c1
 : -3	-0.1	-9	2	98	102	-4	98	23	-2	-1
CC(C)OC(=O)c1nnc(-c2ccccc2)nc1OC(C)C
 : -7	0.6	-7	5	99	104	-18	100	73	-5	-2
CCOC(=O)/C(=C/C=C1\Sc2cc(C)c(C)cc2N1CC)C(C)=O
 : 8	0.3	-30	1	98	101	2	104	15	5	-2
Cn1c(=O)c(=O)n(C)c2cc(S(=O)(=O)N3CCCCC3)ccc21
 : -5	0.2	-4	2	101	103	-9	100	58	13	0
COc1ccc(O)c(C(=O)c2cnc3c(c2)c(=O)[nH]c(=O)n3C)c1
 : -2	0.3	3	6	98	101	0	102	4	-3	0
Cc1c(C)c2cc(Cl)c(O)c(CN(C)C)c2oc1=O
 : 3	0.8	-2	3	99	97	2	99	26	0	0
O=c1oc2c3c4c(cc2c2c1CCC2)OCCN4CCC3
 : -7	-2.6	6	-3	98	99	-5	107	10	1	1
O=S(=O)(c1ccc2ccccc2c1)N1CCN(Cc2ccccn2)CC1
 : 0	0.9	0	2	114	107	2	104	10	-2	1
O=C(CC(NS(=O)(=O)c1ccc(Cl)cc1)c1ccco1)N1CCc2ccccc21 (stereo not drawn)
 : -12	1.6	-7	7	110	99	-9	103	35	-8	-3
COc1ccc(/C=C(/NC(=O)c2ccc(C)cc2)C(=O)NCC2CCCO2)cc1 (stereo not drawn)
 : -4	0.9	-1	14	100	104	-1	102	25	0	0
CN=C1SC(CC(=O)Nc2c(C)cccc2C)C(=O)N1/N=C/c1cccs1 (stereo not drawn)
 : -1	0.8	-4	4	102	100	0	104	4	-5	-3
COc1cccc(OCCOCCN(C)CCO)c1
 : -8	0.6	-7	5	103	106	-13	105	38	6	4
Cc1cc(O)c(/C=N/Nc2cccc(Cl)c2)c(=O)o1
 : -2	0.1	-5	0	96	103	-2	98	26	-2	-1
CCC1C/C(=C\c2cccnc2)C(=O)/C(=C/c2cccnc2)C1 (stereo not drawn)
 : 4	1.9	-2	7	76	91	3	87	5	-1	0
O=C(Nc1ccon1)c1sc2cc(F)ccc2c1Cl
 : -4	0.8	-8	20	101	99	-6	99	25	-7	-2
O=c1cc(NCc2ccccc2)nc2ccccn12
 : -1	-0.1	-2	0	90	91	0	100	67	0	0
Cc1ccc(S(=O)(=O)CC2CSc3nc(N)cc(=O)n32)cc1 (stereo not drawn)
 : -4	0.3	-8	1	101	102	-10	106	55	2	4
COC(=O)c1sccc1NC(=O)c1c(-c2ccccc2)noc1C
 : -8	0.5	-14	6	100	99	-16	98	22	-10	-11
NC(=O)NC(=O)CSc1nc(C2CCCCC2)n(-c2ccccc2)n1
 : -4	1.0	-7	20	104	101	-2	105	7	-5	-4
Cc1ccc(C)n1-c1ccc(-c2nnco2)cc1
 : 14	5.2	27	25	67	83	6	73	18	10	9
CCN(CC)CCNC(=O)c1ccc(Cl)c(S(=O)(=O)Nc2ccccc2OC)c1
 : 0	0.7	-1	3	100	102	1	101	20	-2	0
CC1CCCC(C)N1C(=O)COc1ccc(C(=O)Nc2ccccc2N2CCOCC2)cc1 (stereo not drawn)
 : -2	3.4	-1	16	102	104	-3	97	25	3	4
CCOC(=O)CNc1cccc(C(F)(F)F)c1
 : -5	-0.1	-3	0	99	101	-5	97	25	0	1
COc1ccc(NC(=S)N(CCN(C)C)Cc2cccs2)cc1
 : 0	-1.2	-1	-4	101	100	4	99	10	-6	-5
Cc1ccc(S(=O)(=O)N2CCN(C(=O)N(C)C)CC2)cc1C
 : -12	1.5	-11	15	100	101	-19	99	33	-8	-3
Cc1sc(NC(=O)c2ccco2)c(C(Nc2ccccn2)c2ccccc2)c1C (stereo not drawn)
 : -12	0.4	-11	1	101	106	-10	106	12	-5	-4
Cc1ccc(N(CN2CCCC2=O)C(=O)c2ccc(OC(C)C)cc2)cc1
 : -4	3.0	-7	0	101	102	-13	102	34	-4	0
OCCC1CN(Cc2cccc(OC3CCCC3)c2)CCN1Cc1ccsc1 (stereo not drawn)
 : -1	0.2	-1	1	100	100	-7	102	11	-5	-3
COc1cc(Cc2ccc(N)c(OC)c2)ccc1N
 : 0	0.5	-4	4	77	62	-1	62	25	-6	-2
N#Cc1ccc(CSc2nnc(Nc3ccccc3)s2)cc1
 : -6	0.2	-4	2	101	102	-5	101	52	-3	0
CCOc1ccccc1CNc1nc2nc3c(c(=O)n2[nH]1)CCC3
 : -2	0.6	-1	2	94	93	-1	91	17	-3	-2
O=C(Oc1ccc([N+](=O)[O-])cc1)c1ccc(Cl)c(S(=O)(=O)N2CCCCC2)c1
 : 6	-0.5	0	6	108	99	10	113	5	7	2
Cc1cccc(N2CCN(Cc3cc(=O)n4ccsc4n3)CC2)c1C
 : -1	0.5	0	1	100	96	-3	96	21	-3	-4
Cc1ccc(SCC(=O)n2nc(C)cc2C)cc1
 : 0	0.3	-5	1	105	104	-1	102	7	-5	-2
COc1cccc2sc(Nc3nc(-c4ccncc4)cs3)nc12
 : -4	1.5	0	0	101	107	-6	103	15	0	1
CCCC(=O)Nc1ccc(Cl)c(NC(=O)c2ccc([N+](=O)[O-])cc2Cl)c1
 : 7	2.4	5	39	110	101	8	104	10	4	3
c1ccc(Cc2nnc3sc(C4COc5ccccc5O4)nn23)cc1 (stereo not drawn)
 : 24	-0.1	0	2	88	100	16	96	29	1	9
Cc1sc2nc(SCC(=O)N(CCO)CCO)nc(N)c2c1C
 : 0	0.3	-13	0	98	99	0	104	21	-1	2
COc1ccc(N2CCN(C(=O)CSc3nnc(-c4ccco4)n3C)CC2)cc1
 : 0	0.2	0	1	94	94	-1	98	18	-4	0
COc1cccc(NC(=O)N2CCCC2C(=O)Nc2ccc3c(c2)OCO3)c1 (stereo not drawn)
 : -7	0.0	-8	0	100	102	-7	104	14	-3	-4
O=C(CSc1nc2ccccc2[nH]1)NC1CCCc2ccccc21 (stereo not drawn)
 : -8	0.6	-8	1	99	98	-7	99	19	-10	-8
O=C(COc1ccccc1)N1CCN(C(=O)Cc2ccccc2)CC1
 : -2	0.1	0	2	101	109	-2	104	10	0	-1
Fc1ccccc1Nc1nc2c(s1)CCc1ccccc1-2
 : 2	-0.2	-15	1	100	105	20	101	7	-4	5
CC1(C)OC(=O)C(C(c2ccccc2)C(C#N)C(N)=O)=C(O)O1 (stereo not drawn)
 : -5	0.2	-9	1	108	112	-9	109	12	-5	-6
CCOC(=O)N1CCN(C(=O)Nc2ccc3nc(C)sc3c2)CC1
 : 1	1.0	-4	7	101	103	-1	108	16	0	-3
CCCn1c(-c2ccccc2)nc2c(=O)n(C)c(=O)[nH]c21
 : 1	1.0	0	2	101	100	1	98	11	-2	0
CC(C(=O)NCCc1ccc(F)cc1)N1CCN(Cc2ccccc2)CC1 (stereo not drawn)
 : -3	0.0	0	0	98	98	-4	98	10	-1	0
CCOc1ccccc1N(CC(=O)Nc1cccnc1)S(=O)(=O)c1ccc(C)cc1
 : -2	1.2	-4	2	98	99	-2	101	14	-3	-2
COC(=O)c1c(NC(=O)CSc2ccccc2N)sc(C)c1C
 : -4	1.3	-3	9	101	101	-5	105	27	-2	1
CCc1ccc(NC(=O)C(C)OC(=O)/C=C/c2cccc([N+](=O)[O-])c2)cc1 (stereo not drawn)
 : -6	0.0	-12	19	103	100	-6	99	18	-14	-14
Cc1cc(NC(=O)CN2CCN(C/C=C/c3ccccc3)CC2)c([N+](=O)[O-])cc1C
 : 3	11	-5	10	105	108	-2	105	5	-3	-3
CS(=O)(=O)c1ccc2c(c1)SC1=NC(=O)/C(=C/c3ccco3)C(=N)N12
 : -4	-0.3	-5	-2	105	101	-5	99	11	-1	0
CC1=NN(c2ccccc2)C(=O)C1(C)C
 : 0	0.4	-3	3	101	97	-1	96	24	-1	0
Cc1ccc(-c2nnn(CC(=O)N(Cc3ccco3)C(C(=O)NC(C)(C)C)c3ccc(C)o3)n2)o1 (stereo not drawn)
 : -1	4.0	-7	3	100	101	-3	96	23	-5	-1

(list continues)
Value order – Bcl-2 Bim block	ABCB1 inh	Bcl-B Bim block	ABCG2 block	RGS8-Gao	RGS4-Gao reg	Bfl-1 Bim block	RGS7-Gao reg	GSH fluor	Bim-Bcl-XL	Bcl-W Bim block
Cn1nnnc1SCCNS(=O)(=O)c1ccccc1
 : -1	1.5	-9	4	101	104	-11	98	16	-2	1
CC(Oc1ccccc1)c1ccn[nH]1 (stereo not drawn)
 : -1	0.8	3	2	99	102	4	104	21	0	-5
Cc1ccc(NC(=O)CN(C)C(=O)CCCN2C(=O)c3ccccc3C2=O)cc1
 : -8	2.4	-7	8	99	95	-8	96	29	-8	-3
CCCC1S/C(=N/N=C/c2ccc(OC)cc2)N(Cc2ccc(OC)cc2)C1=O (stereo not drawn)
 : -3	1.1	-1	8	89	97	-1	97	26	0	-1
C=CCN1CC2(c3ccccc3)CN(CC=C)CC(c3ccccc3)(C1)C2=O
 : -1	2.3	-1	4	98	97	-7	101	12	-5	-4
